TAAR1 ag: human TAAR1 agonism. Q96RJ0. CHO RD-HGA16 TAAR1, Fluo-8 calcium fluorescence; vehicle wells 0%, saturating PEA agonist 100%. activation, % at 3 µM. 360,000 tested, 0.99% active;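 active means activation above the mean activation of all test compounds in the run plus 3 SD, cut at about 38% in these data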
Target sequence (Q96RJ0 whole entry, looked up): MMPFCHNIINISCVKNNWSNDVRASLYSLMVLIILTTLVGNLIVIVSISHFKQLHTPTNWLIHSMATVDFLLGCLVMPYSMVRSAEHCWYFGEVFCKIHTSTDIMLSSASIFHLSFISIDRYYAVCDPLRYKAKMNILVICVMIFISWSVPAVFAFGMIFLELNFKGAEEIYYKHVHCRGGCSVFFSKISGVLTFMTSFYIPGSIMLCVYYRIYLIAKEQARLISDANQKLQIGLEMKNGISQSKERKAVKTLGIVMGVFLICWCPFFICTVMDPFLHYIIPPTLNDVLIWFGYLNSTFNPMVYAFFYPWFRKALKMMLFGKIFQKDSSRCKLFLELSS
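Test system: RD-HGA16 (CHO) cells co-expressing Gα16 and hTAAR1; dosing: one-point dosing at 3 µM (nominal); timing: 17-24 h seeding, 75 min 37 °C dye, 30 min RT; signal: kinetic Fluo-8 calcium fluorescence; read-out basis: % activation relative to PEA EC100 response; controls: DMSO and PEA EC100; replicates: n 1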
M1 antag: antagonists of human M1 muscarinic receptor; CHO-K1 hM1, Fluo-8 calcium fluorescence, ACh EC80 antagonist; P11229; 360,000 tested, 1.3% active; inhibition, % at 3 µM;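 active means percent inhibition above its own plate's cutoff, namely the mean of that plate's compound wells plus 3 SD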;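 further: peak over basal fluorescence ratio during 140 s after agonist addition; 0% = ACh EC80 plus DMSO and 100% = DMSO alone without agonist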
OXTR agonist: human OXTR agonism | P30559 | CHO-OTR cells, Fluo-8 calcium fluorescence; normalized: DMSO 0%, oxytocin 100% | activation, % at 3 µM | 320,000 tested, 0.32% active | AID 2435;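 active means activation above the mean of all tested compounds plus 3 SD, cutoff set per screening run, cut at about 20% in these data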;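 further: peak over basal fluorescence ratio from a 100 s FLIPR kinetic read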
Target sequence (P30559 whole entry, looked up): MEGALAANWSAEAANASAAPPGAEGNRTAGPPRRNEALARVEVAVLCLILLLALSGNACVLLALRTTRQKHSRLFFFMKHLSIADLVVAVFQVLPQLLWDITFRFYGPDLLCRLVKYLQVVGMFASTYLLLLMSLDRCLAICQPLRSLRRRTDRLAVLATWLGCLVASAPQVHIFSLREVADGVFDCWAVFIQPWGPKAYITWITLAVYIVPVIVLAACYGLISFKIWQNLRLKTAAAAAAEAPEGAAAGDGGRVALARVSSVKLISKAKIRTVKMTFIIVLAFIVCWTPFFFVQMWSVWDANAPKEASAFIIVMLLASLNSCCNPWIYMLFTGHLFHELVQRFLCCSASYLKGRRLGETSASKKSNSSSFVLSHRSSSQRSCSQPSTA
TAAR1 antagonist: antagonists of human TAAR1; CHO RD-HGA16 TAAR1, Fluo-8 calcium fluorescence, antagonist; inhibition, % at 3 µM; 360,000 tested, 1.5% active;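 active means inhibition above a per-plate cutoff, the mean inhibition of test compounds on that plate plus 3 SD, cut at about 49% in these data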;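 further: 0% = DMSO plus EC80 beta-PEA response and 100% = DMSO alone without agonist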
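Test system: hTAAR1-expressing CHO RD-HGA16 cells, Gα16-coupled; Probe or stimulus: EC80 β-phenethylamine stimulus; Compound dosing: single nominal final test compound concentration of 3 µM; Timing: 140 s kinetic read after compound, 140 s after agonist; Signal: Fluo-8 calcium-sensitive fluorescence; Measure: % inhibition of agonist calcium response; Controls: DMSO and EC80 PEA controls.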
V1R ag counter: V1a receptor agonism, counter-screen for OXTR agonists; CHO-V1R cells, Fluo-8 calcium fluorescence, agonist mode; 0% DMSO, 100% 3 nM vasopressin; activation, % at 3 µM; 320,000 tested, 0.25% active; AID 2797;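 active means activation above the mean activation of all tested compounds plus 3 SD, per screening run, cut at about 20% in these data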;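 further: signal is peak over basal fluorescence ratio across a 100 second FLIPR read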
CHRM1 agonist: agonists of human M1 muscarinic receptor | CHO-K1 hM1, Fluo-8 calcium fluorescence, agonist mode; 0% DMSO, 100% acetylcholine EC100 | 360,000 tested, 0.33% active | P11229 | activation, % at 3 µM;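 active means activation above the run's mean compound activation plus 3 SD, cut at about 16% in these data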;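 further: peak over basal fluorescence ratio within a 140 s kinetic read after compound addition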
CHO parental Ca: counter-screen for OX1R antagonists: effect in parental CHO cells. AID 463079. 330,000 tested, 0.63% active. parental CHO-K1, ATP-induced calcium, Fluo-8 fluorescence. inhibition, % at 5.6 µM;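 active means inhibition above that plate's mean sample inhibition plus 3 SD, cut at about 26% in these data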;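 further: 0% = ATP-challenged DMSO wells and 100% = DMSO wells without ATP; some compounds past the cut are filed as inactive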
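Test system: untransfected parental CHO cell line. Compound: one dose, 5.6 µM nominal. Detection: intracellular calcium via Fluo-8 no-wash fluorescent dye. Measure: % inhibition. Benchmarks: ATP-challenged DMSO wells low, unchallenged DMSO wells high.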
OXTR potentiator: potentiators of human oxytocin receptor. CHO-OTR cells, Fluo-8 calcium fluorescence, potentiator mode; 0% = oxytocin EC15, 100% = EC100. activation, % at 3 µM. 320,000 tested, 0.061% active. P30559;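 active means activation above that plate's cutoff, the mean activation of tested compounds plus 3 SD, cut at about 6.6% in these data, passing the limit was not always enough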;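 further: 100% uses oxytocin at 75 nM as the full agonist control; some results filed as inactive read as strong as hits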
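Dosing: Single dose, 3.0 µM nominal final compound concentration | Material: Human OTR in CHO cells | Technique: Kinetic Fluo-8 calcium fluorescence | Benchmarks: EC15 oxytocin alone as 0%, 75 nM oxytocin as 100% | Probe or stimulus: Oxytocin at about EC15, sub-maximal agonist stimulus | Incubation: Compound 6 min at room temperature before oxytocin, 100 s read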
CHRM1 PAM: positive allosteric modulators of human M1 muscarinic receptor; CHO-K1 hM1, Fluo-8 calcium fluorescence, ACh EC20; 0% = ACh EC20, 100% = maximal ACh; 360,000 tested, 0.088% active; activation, % at 3 µM; P11229; in the data active means activation above about 19%, passing the limit was not always enough
* marks the source's active call; other numbers are inactive results; / = no result given.

SMILES | TAAR1 ag | M1 antag | OXTR agonist | TAAR1 antagonist | V1R ag counter | CHRM1 agonist | CHO parental Ca | OXTR potentiator | CHRM1 PAM
COc1ccc(C(=O)OCC2CC(c3ccccc3)N(C)O2)cc1 (stereo not drawn) | 2 | -4 | -0.4 | -2 | -0.2 | -3 | -12 | -4 | 4
CC1(C)OC1COc1c2ccoc2cc2oc(=O)ccc12 (stereo not drawn) | -1 | -11 | -1.6 | -12 | -1.2 | 2 | -18 | -3 | 10
O=C(COc1ccc2c(C(F)(F)F)cc(=O)oc2c1)Nc1ccc2c(c1)OCCO2 | 9 | -7 | 0.0 | 15 | 0.1 | -5 | 0 | 3 | 7
CC(=O)NCC(=O)OCC(=O)c1ccc2ccccc2c1 | 2 | -8 | 4.1 | -8 | 0.1 | -2 | -5 | -8 | 5
CC1CN(C(=O)C2CCCC2)C(C)CN1C(=O)C1CCCC1 (stereo not drawn) | 6 | 12 | -0.3 | -1 | 0.1 | -4 | -7 | -11 | -8
CCN1C(=O)/C(=C/c2cn(C)nc2C)SC1=S | 2 | -14 | -0.7 | -24 | -0.9 | -6 | -14 | -8 | 4
CC(C)OCCCNC(=O)CCSc1ccc(Cl)cc1 | 7 | -7 | -0.7 | 15 | -1.0 | -7 | -15 | -2 | 1
CC(=O)Nc1ccc(C(=O)OCC(=O)N2CC3(C)CC2CC(C)(C)C3)cc1 (stereo not drawn) | 8 | -11 | 3.6 | -15 | 2.5 | 0 | -22 | -3 | 6
Cc1nnc(SCC2=C(C(=O)O)N3C(=O)C(NC(=O)Cn4nc(C(F)F)cc4C)C3SC2)s1 (stereo not drawn) | 0 | -4 | 0.6 | -9 | 0.8 | -9 | 4 | -5 | 9
O=C(CNS(=O)(=O)c1ccc(Br)cc1Cl)OCC(=O)N1CCCC1=O | 6 | -15 | 1.8 | 22 | 1.6 | -5 | 3 | -7 | -1
CNc1nc(-c2ccccc2)cc(C)c1S(C)(=O)=O | 0 | 13 | -1.9 | 6 | -1.1 | -3 | -6 | -1 | -5
Cc1ccc(CNC(=O)COC(=O)c2ccc(Br)cc2)cc1 | 12 | -7 | -2.2 | -15 | 1.9 | -6 | 17 | -2 | 2
O=C(CNCc1cccs1)Nc1ccc(N2CCCCCC2)cc1 | 7 | 18 | -0.7 | -17 | 0.9 | -6 | -22 | -7 | -3
COc1ccc(N2CCN(C(c3cccs3)C(C)NC(=O)C(=O)N3CCOCC3)CC2)cc1 (stereo not drawn) | 4 | -10 | 1.4 | -23 | 1.8 | -1 | -10 | -4 | 2
CC(=O)c1ccc(N2CCN(C(=O)CCCc3nc4ccccc4s3)CC2)cc1 | 15 | 11 | 6.5 | 60* | 6.8 | 1 | -11 | -17 | -15
Fc1ccccc1Nc1ncnc2c1nnn2Cc1ccccc1 | 8 | -9 | -0.9 | -20 | 0.1 | -1 | -7 | -16 | 6
CC1(C)Oc2ccc3ccc(=O)oc3c2C[C@H]1O[C@@H]1O[C@H](CO)[C@@H](O)[C@H](O)[C@H]1O | 8 | 16 | 0.1 | -4 | -0.5 | -3 | 6 | -4 | -11
CC(=O)c1ccc(-c2ccc(C(=O)Nc3nc(C)c(C(C)=O)s3)o2)cc1 | 3 | 0 | 1.9 | -16 | 1.3 | -2 | -19 | -2 | 3
Cc1occc1C(=O)/C(C#N)=C/c1ccc(O)c(Br)c1 | 16 | -15 | 4.0 | 14 | 2.5 | 4 | -1 | -5 | 14
O=C(CCCn1c(SCC(=O)Nc2ccccc2Cl)nc2ccccc2c1=O)NCC1CCCO1 (stereo not drawn) | 3 | -12 | 2.5 | -9 | 4.2 | 0 | -30 | -9 | 13
CC(=O)Oc1ccc2nc(-c3ccco3)oc(=O)c2c1 | 4 | -2 | -0.7 | -30 | 0.9 | -1 | -1 | -10 | 1
CCC(CCNC(=O)c1ccccc1)(CCNC(=O)c1ccccc1)[N+](=O)[O-] | -1 | -23 | / | -1 | / | -5 | / | / | 12
Cc1cc(C)cc(-n2c(SCC(=O)NCc3ccco3)nc3ccccc3c2=O)c1 | 0 | -3 | -2.8 | -30 | -0.3 | -5 | -23 | -5 | 2
CCN(CC)c1ccc(/C=N/NC(=O)c2ccco2)c(O)c1 | 4 | -1 | 7.0 | 12 | 7.5 | -2 | 12 | -3 | 5
O=C(c1ccco1)N1CCN(C(=O)C(Cc2ccccc2)NS(=O)(=O)c2cccs2)CC1 (stereo not drawn) | 9 | -4 | -0.1 | 2 | 0.7 | -6 | -7 | -3 | 6

The final 3 compounds of the section before are carried over, then new ones follow:
SMILES | TAAR1 ag | M1 antag | OXTR agonist | TAAR1 antagonist | V1R ag counter | CHRM1 agonist | CHO parental Ca | OXTR potentiator | CHRM1 PAM
Cc1cc(C)cc(-n2c(SCC(=O)NCc3ccco3)nc3ccccc3c2=O)c1 | 0 | -3 | -2.8 | -30 | -0.3 | -5 | -23 | -5 | 2
CCN(CC)c1ccc(/C=N/NC(=O)c2ccco2)c(O)c1 | 4 | -1 | 7.0 | 12 | 7.5 | -2 | 12 | -3 | 5
O=C(c1ccco1)N1CCN(C(=O)C(Cc2ccccc2)NS(=O)(=O)c2cccs2)CC1 (stereo not drawn) | 9 | -4 | -0.1 | 2 | 0.7 | -6 | -7 | -3 | 6
COc1ccc(-c2nnc(SCC(=O)Nc3c(Cl)cc(Cl)cc3C(=O)O)o2)cc1 | 3 | -9 | 1.0 | -10 | 1.5 | -2 | -7 | 4 | 4
Cc1ccc(-c2nnc(N3CCN(c4ccccn4)CC3)c3ccccc23)cc1 | 8 | 7 | -2.3 | 42 | -1.4 | -5 | 14 | -5 | -11
Cc1ccc(C(C)C)c(OCc2nn(CC(=O)c3ccc(Cl)cc3)c3[n+]2CCCCC3)c1 | 20 | 9 | 0.4 | 4 | 4.8 | -8 | 13 | -2 | -11
COc1ccc(S(=O)(=O)N(CCCN2CCCC2=O)Cc2cc3c(C)cc(C)cc3[nH]c2=O)cc1 | 12 | -1 | / | 23 | / | -2 | / | / | -2
C/C(=N\NC(=O)CN(c1ccccc1)S(=O)(=O)c1ccccc1[N+](=O)[O-])C(C)(C)C | 0 | 9 | -1.4 | -6 | 0.2 | -4 | -22 | -4 | 0
COc1ccc(/C(C)=N/NC(=O)c2ccc3nc[nH]c3c2)cc1 | 8 | 20 | 0.0 | 40 | 0.9 | 0 | -7 | -9 | -1
O=C1NC(=S)SC1=Cc1ccc(F)cc1 | 6 | -4 | / | 4 | / | 4 | / | / | -8
CCOc1ccccc1C(=O)Nc1nnc(COC)s1 | 3 | -21 | 0.1 | 8 | 0.7 | -2 | -24 | -2 | 4
Cc1ccc(OCC(=O)Nc2ccc(C(N)=O)cc2)cc1 | 8 | -23 | 2.0 | -3 | 6.0 | -1 | 0 | 2 | 13
O=C(O)CSc1nc2ccccc2nc1Cc1ccccc1F | 0 | -13 | -0.3 | -23 | -0.8 | -4 | -19 | -12 | 10
O=C(CCc1ccccc1)N[C@@H]1c2ccccc2CC[C@@H]1OCc1ccccc1 | 9 | -11 | / | 53* | / | -4 | -21 | / | 4
Cn1c(C(O)c2ccc(Br)cc2)nc(Cl)c1Cl (stereo not drawn) | -2 | -7 | -3.0 | -22 | -1.8 | -6 | -14 | -9 | 5
CCCC(=O)Nc1ccccc1NC(=O)C1CCCCC1 | 2 | -8 | -1.2 | -7 | 0.5 | -5 | -19 | -1 | 4
C[N+]12CCC(CC1)C(OC(=O)C(O)(c1ccccc1)c1ccccc1)C2 (stereo not drawn) | 0 | 98* | -0.5 | 8 | 0.5 | -7 | -6 | 0 | -26
COc1ccc(S(=O)(=O)N2c3ccccc3OCC2c2ccccc2)cc1 (stereo not drawn) | 5 | 13 | -0.8 | 29 | -0.5 | -3 | 2 | -21 | -3
COc1ccc(OC)c(C(=O)Cn2c3[n+](c4ccc(C(F)(F)F)cc42)CCCCC3)c1 | 1 | 0 | 0.4 | -5 | 0.1 | -3 | -9 | -7 | 2
CC1c2ccccc2-c2ccccc2N1C (stereo not drawn) | 1 | 6 | / | 6 | / | -9 | / | / | -10
CCC(C)Oc1cc(-c2ccnc(Nc3cccc(Cl)c3)n2)ccn1 (stereo not drawn) | 11 | -3 | -0.8 | 13 | -0.6 | -3 | -38 | -7 | 3
CC(=O)OC(C(=O)NCCc1ccccc1)c1cccnc1 (stereo not drawn) | 9 | 0 | 2.2 | -26 | 0.7 | 1 | 5 | -2 | 5
CN(CCCn1ccc(NC(=O)OCc2ccccc2)nc1=O)Cc1ccco1 | -1 | 12 | / | -14 | / | -8 | / | / | -12
COc1ccc(-c2nc(C#N)c(N3CCN(C(=O)c4ccco4)CC3)o2)cc1OC | 1 | -3 | -0.7 | -15 | -0.6 | -1 | -4 | -5 | 4
COc1ccc(CN(C)C(=O)c2ccc(COc3ccccc3)cc2)c(OC)c1 | -1 | -2 | 0.3 | 23 | 0.6 | -8 | -13 | -12 | -1
Cc1cccc(NC(=O)CCNS(=O)(=O)c2cccc3nonc23)c1 | 2 | -12 | 0.4 | -8 | 0.1 | -3 | -10 | -6 | 12
O=C(NCc1ccc(F)cc1)C(=O)c1cn(CC(=O)N2CCCC2)c2ccccc12 | 3 | 6 | 0.0 | -3 | 0.6 | 0 | -24 | -1 | 4
CC1CCc2c(sc3ncnc(NCCN4CCOCC4)c23)C1 (stereo not drawn) | 12 | -11 | -1.6 | -31 | -0.9 | -11 | -18 | -4 | 6
Cc1c(/C=N/NC(=O)c2cccnc2)cc(C#N)n1C | 5 | 0 | 0.6 | 5 | 1.2 | -4 | 2 | 4 | 3
S=C(NCCCNC(=S)Nc1ccccc1)Nc1ccccc1 | 4 | -4 | 1.6 | -20 | 3.6 | -1 | -2 | -10 | -1
CC1(C(=O)NS(=O)(=O)c2cccc(Cl)c2)CCN1C(=O)C1CCCCC1 (stereo not drawn) | 2 | -6 | / | 5 | / | 2 | / | / | 11
O=C(C1CCCCN1S(=O)(=O)c1ccccc1)N1CCN(C(c2ccccc2)c2ccccc2)CC1 (stereo not drawn) | 6 | 19 | -1.1 | -7 | -0.6 | -7 | -19 | -7 | -22

Source: PubChem BioAssay
